Compound activity as filed in PubChem BioAssay.
HEK293 tox – cytotoxicity counter-screen for GLP-1 receptor inverse agonists | HEK293 cAMP-luciferase reporter cells, luminescence, 24 h | Potency, µM (top dose mostly 38.3 µM), without a hit: top-dose activity change, negative = inhibition, usual class: inhibitors | 410,000 compounds, 0.13% hits | AID 624418;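 note: loss of luciferase light is scored as toxicity; potency is the fitted concentration of half-maximal effect; % is set by controls: 0 for no effect and ±100 for the full control effect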
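To flag toxic compounds, the library was rerun on cells for 24 hr at 37 deg C and 5% CO2. Viability-linked luminescence was captured 12 min after adding luciferase detection reagent.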
aSyn rescue – inhibitors of alpha-synuclein toxicity in yeast; Yeast expressing alpha-synuclein, growth rescue, BacTiter-Glo, 24 h; Potency, µM (top dose mostly 46.1 µM), without a hit: at the highest dose growth rescue (activation), most hits filed as activators; 370,000 compounds, 0.14% hits; note: potency is the fitted concentration of half-maximal effect; % of control where 0% means no effect; nearly all actives have a fitted effect of over 65% in size
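Rescue of yeast growth: cells expressing toxic alpha-synuclein, induced in galactose at OD600 0.02, incubated with compound 24 h at 30 C. ATP luminescence quantified growth; inhibitors of toxicity appear as activators.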
TDP-43 yeast inh – TDP-43 toxicity inhibition in yeast; TDP-43 expressing yeast growth rescue, BacTiter-Glo, 24 h; Potency, µM (series often up to 46.1 µM), for inactives: at the top dose growth rescue (activation), hits mostly activators; 410,000 compounds, 1.8% hits; AID 652104; note: potency is the fitted concentration of half-maximal effect; % of control where 0% means no effect; nearly all actives have a fitted effect of over 50% in size
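Luminescence from BacTiter-Glo reports growth of TDP-43-expressing yeast after 24 hr at 30 deg C with compound. Cells were raffinose-pregrown to mid-log, then seeded in galactose medium at OD600=0.02.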
KB-V1 cytotox – kills drug-selected multidrug resistant KB-V1 cells | KB-V1 MDR cells viability, CellTiter-Glo, 72 h | Potency, µM (series often up to 46.1 µM), for inactives: at the highest dose activity change, negative = cytotoxicity, most hits filed as cytotoxic | 400,000 compounds, 3.4% hits | AID 1347076; note: potency is the fitted concentration of half-maximal effect; % is set by controls: 0 for no effect and ±100 for the full control effect; nearly all actives have a fitted effect of over 60% in size
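Luminescent ATP read-out (CellTiter-Glo, 10 min) measures survival of drug-selected KB-V1 MDR cells after 72 h, 37 degrees C compound exposure. Medium: phenol-red-free DMEM, 10% FBS. Values from fitted concentration-response curves.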
D3 antag – blocks the human D3 dopamine receptor; 360,000 compounds, 2.5% hits; P35462; D3R cells, DiscoveRx beta-arrestin luminescence, antagonist mode; active compounds read low; AID 652054; max response, negative = inhibition, %; in the data active = max response below about -50%; inconclusive = no clear call, values can overlap the other calls; note: % is set by controls: 0 for no effect and ±100 for the full control effect; mostly tested at two doses, the higher about 12 µM
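Cells expressing the human receptor were seeded at 1500 cells/well, incubated overnight at 37 degrees C in 5% CO2, then exposed to library compounds with dopamine controls for 90 minutes at 37 degrees C before luminescent detection.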
PTHR1 agonist – agonists of human PTHR1 parathyroid hormone receptor; Q03431; HEK293 GP2 PTHR1 cells, GloSensor cAMP luminescence, 1 h; Potency, µM (series often up to 115 µM), inactives show top-dose activation, hits mostly activators; 410,000 compounds, 0.075% hits; AID 743266; note: potency is the fitted concentration of half-maximal effect; nearly all actives have a fitted effect of over 55% in size; some results filed as inactive show a strong effect at the top dose; inactives centre near -15; many of its hits are not listed in these tables
Target sequence (Q03431 whole entry, looked up): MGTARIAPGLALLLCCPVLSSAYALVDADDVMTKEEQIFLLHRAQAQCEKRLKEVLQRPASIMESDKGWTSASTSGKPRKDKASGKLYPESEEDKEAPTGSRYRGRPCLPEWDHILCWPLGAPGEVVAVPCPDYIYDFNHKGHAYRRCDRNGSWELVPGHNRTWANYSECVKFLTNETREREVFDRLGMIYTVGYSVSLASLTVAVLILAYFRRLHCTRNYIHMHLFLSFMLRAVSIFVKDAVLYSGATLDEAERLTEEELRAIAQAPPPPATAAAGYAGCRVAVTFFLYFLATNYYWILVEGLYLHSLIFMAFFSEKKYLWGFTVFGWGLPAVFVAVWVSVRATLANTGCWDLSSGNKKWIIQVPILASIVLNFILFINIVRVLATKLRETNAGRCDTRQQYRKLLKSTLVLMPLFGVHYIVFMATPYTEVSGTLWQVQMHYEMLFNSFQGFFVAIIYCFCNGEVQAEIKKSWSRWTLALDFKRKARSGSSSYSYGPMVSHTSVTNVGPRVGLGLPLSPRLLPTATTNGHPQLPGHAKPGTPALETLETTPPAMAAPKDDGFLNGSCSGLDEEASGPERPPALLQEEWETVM
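HEK-293-derived GP2 cells expressing PTHR1 and a GloSensor cAMP reporter, 3,000/well, plated overnight, given luciferin plus IBMX (each 0.5 mM as added) for 1 h at 37 °C, then compound for 1 h at 37 °C. Luminescence was read after 15 min at room temperature.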
GLP-1R inv ag – acts as inverse agonist at human GLP-1 receptor; P43220; HEK293 GLP-1R CRE-luciferase, luminescence, 24 h; GLP-1R form is constitutively active; Potency, µM (titrated, usually from 38.3 µM), for inactives: at the top dose activity change, negative = inhibition, actives largely listed as inhibitors; 410,000 compounds, 1.6% hits; note: potency is the fitted concentration of half-maximal effect; % is set by controls: 0 for no effect and ±100 for the full control effect; nearly all actives have a fitted effect of over 55% in size
Target sequence (P43220 whole entry, looked up): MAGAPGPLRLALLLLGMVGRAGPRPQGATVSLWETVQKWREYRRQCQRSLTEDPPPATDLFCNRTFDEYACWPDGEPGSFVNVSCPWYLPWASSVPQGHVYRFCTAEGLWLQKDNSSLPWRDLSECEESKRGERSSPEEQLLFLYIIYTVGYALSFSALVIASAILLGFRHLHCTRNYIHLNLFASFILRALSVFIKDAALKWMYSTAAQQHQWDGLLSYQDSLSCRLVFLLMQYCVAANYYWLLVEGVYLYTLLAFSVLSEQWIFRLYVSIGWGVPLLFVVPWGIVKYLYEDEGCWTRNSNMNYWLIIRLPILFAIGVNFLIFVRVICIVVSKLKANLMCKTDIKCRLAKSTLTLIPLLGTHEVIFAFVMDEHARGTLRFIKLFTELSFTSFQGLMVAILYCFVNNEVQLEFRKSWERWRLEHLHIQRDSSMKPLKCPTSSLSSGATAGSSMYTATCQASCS
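qHTS in 1536-well format: reporter HEK293 cells expressing constitutive GLP-1R activity in DMEM + 10% Nu serum, 24 hr with compounds at 37 deg C, luminescence read after 12 min with detection reagent.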
D3 ag – D3 dopamine receptor (human) agonism | P35462 | D3R DiscoveRx beta-arrestin cells, luminescence, 90 min | max activation, % | 410,000 compounds, 0.58% hits | AID 652048; in the data active = max activation above about 30%; note: 0% is about no effect; mostly tested at two doses, the higher about 12 µM
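Agonist-mode cell screen: cells plated at 1500/well and incubated overnight at 37 °C, then exposed to library compounds for 90 min at 37 °C. Detection reagent was added for 30–60 min at room temperature, and luminescence was read.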
GLP1R ag – activates the human GLP-1 receptor; 380,000 compounds, 0.007% hits; Potency, µM (doses to about 45.6 µM), inactives show at the top dose activation, actives largely listed as activators; HEK293 GLP-1R CRE-luciferase, luminescence, 4-6 h; cells express a hypersensitive GLP-1R form; P43220; note: potency is the fitted concentration of half-maximal effect; % of control where 0% means no effect
Numbers without * were called inactive; i = inactive; ? = inconclusive; nt = not tested or not shown; & = joins results of further samples; [ ] = dose if it differs, or a comment. Unless noted, calls come from the whole dose curve; as a rule, active = well fitted curve in the direction sought with a large enough effect; inconclusive = small, poorly fitted or top-dose-only effect, or another doubt; inactive = no such curve, though single readings can be large; an effect the other way counts as inactive or inconclusive. This is a subset; count on the stated rates, not on these rows.

SMILES	HEK293 tox	aSyn rescue	TDP-43 yeast inh	KB-V1 cytotox	D3 antag	PTHR1 agonist	GLP-1R inv ag	D3 ag	GLP1R ag
Cc1cc(OCCCn2ccnc2)cc(C(C)C)c1	-1.6%	-1.2%	-19.9%	0.0%	4.0	-1.3%	2.8%	4.0	-3.3%
CC(C)CS(=O)(=O)C1=NN2C(=N)/C(=C\c3ccc(OC(=O)c4ccco4)cc3)C(=O)N=C2S1	-0.3%	-6.1%	-9.0%	0.0%	25.6	-1.4%	5.9%	-6.7	-1.3%
COc1ccc(-c2nnn3c2nc(NCc2ccccc2)c2ccccc23)cc1	16.1%&0.5%	-2.8%	6.1%&16.9%	4.2%&-3.4%	0.7	-3.5%	13.7%&20.3%	0.1&4.6	4.3%&3.4%
COc1cc(O)ccc1C=O	7.9%	-5.1%	6.5%	2.7%	-12.8	-0.8%	2.8%	-8.3	-3.0%
Cc1cccc(N2CCN(C(=O)Cn3nc(Cc4ccncc4)c4ccccc4c3=O)CC2)c1C	5.0%	-3.5%	-13.5%	-3.0%	-11.7	-21.0%	1.4%	-4.5	-4.7%
c1coc(CSSCc2ccco2)c1	-26.4%	4.4%	24.6%	-0.7%	0.0	-6.2%	-4.5%	-7.7	-1.1%
CC(=O)c1ccccc1OCc1ccc(C(=O)c2ccccc2)cc1	1.4%	-4.0%	?	0.0%	-25.2	-37.0%[inhibitor]	?	0.9	28.5%
CCC(=O)N(Cc1c(C)nn(-c2ccccc2)c1Cl)c1ccc(Cl)cc1	-5.7%	10.9%	-6.3%	?	31.2	-73.5%[inhibitor]	-6.6%	-4.2	8.5%
C[C@H]1CN([C@@H](C)CO)C(=O)c2cc(Br)cnc2O[C@H]1CN(C)C(=O)Cc1ccccn1	4.6%	7.3%	0.0%	-1.7%	-2.7	-22.3%	13.4%	3.9	14.2%
COc1cc(N2CCCC2)c(OC)cc1/C=C(/C#N)c1ccc(F)cc1	42.2%[activator]	-9.9%	16.4%	-16.9%	-23.1	-7.7%[57.5 µM]	?	3.6	-0.8%
Cc1cc(C)c2c(=O)[nH]n(C3CCCCCC3)c2n1	4.8%	-2.7%	8.6%	2.1%	4.0	i	5.3%	5.9	-0.9%
O=c1c2c(-c3cccs3)csc2ncn1-n1cccc1	1.2%	0.1%	15.5%	0.1%	7.5	i	0.0%	23.5	0.8%
Cc1cc(C)c(S(=O)(=O)Nc2c(C)n(C)n(-c3ccccc3)c2=O)cc1[N+](=O)[O-]	-18.3%	2.3%	2.2%	28.7%	-4.2	i	11.1%	0.0	8.9%
CC(C)[C@H](NC(N)=O)C(=O)Nc1cccc(S(=O)(=O)NC2=NCCCCC2)c1	6.8%	1.0%	12.0%	14.8%	14.3	i	8.2%	5.3	-11.4%
CSc1ccccc1OCc1cc(C(=O)N2CCc3sccc3C2)no1	3.0%	11.1%	11.2%	0.0%	13.1	-25.0%	?	-11.7	-3.4%
CCOCCCNC(=O)C1(O)c2cc(Br)ccc2NC(=O)N1c1ccc(CC)cc1 (stereo not drawn)	2.6%	-1.6%	-3.2%	1.6%	-2.8	i	-1.1%	1.4	3.9%
Cc1c(Cl)cccc1NC(=O)NN1CCN(C)CC1	2.2%	-0.5%	-29.1%	-12.1%	0.9	12.8%	17.4%	5.0	-6.1%
Cc1ccc(NC(=O)CN2C(=O)S/C(=C\c3ccccn3)C2=O)cc1	-5.1%	0.2%	13.5%	-3.0%	-7.3	i	4.8%	0.0	-6.6%
O=C1N=C(N2CCCCC2)S/C1=C\c1ccccc1F	-16.7%	-10.0%	?	-25.0%	-9.3	-21.4%	?	-18.5	9.4%
Cc1ccc(S(=O)(=O)N2CCN(C(=O)C(F)(F)F)C2c2ccc(N(C)C)cc2)cc1 (stereo not drawn)	-0.7%	-12.9%	0.4%	4.4%	1.4	-11.7%	13.3%	0.2	2.3%
O=S1(=O)CC(N2CCCCC2)C1CN1CCCCC1 (stereo not drawn)	-14.6%	-0.6%	8.3%	26.0%	7.3	i	?	1.0	-8.2%
CCN(CC)C(=O)CN1CCC(c2nc3cc(C)c(C)cc3[nH]2)CC1	10.7%	-13.2%	-20.8%	-20.5%	-15.3	-9.3%	?	-6.7	0.0%
COC(=O)C(c1ccccc1)N(Cc1cccc(CN(C(C(=O)OC)c2ccccc2)S(C)(=O)=O)c1)S(C)(=O)=O (stereo not drawn)	1.8%	3.8%	19.7%	5.4%	0.0	-0.7%	-23.8%	10.2	-1.8%
CCCN(Cc1cc2cc(C)ccc2[nH]c1=O)C(=O)c1cccc(OC)c1	11.3%	-0.3%	-2.0%	7.31µM*	0.0	-13.1%[57.5 µM]	-7.6%	2.9	1.6%
Cc1cc(F)ccc1NC(=O)CCCN(C)S(=O)(=O)c1ccc(F)cc1	15.8%	-2.0%	-19.7%	?	-3.2	-30.7%[inhibitor]	-20.9%	-13.7	0.0%
CN(C)C(=O)COC(=O)c1cccc(S(=O)(=O)Nc2ccc(OCc3ccccc3)cc2)c1	0.9%	-4.8%	14.2%	-16.3%	5.0	i	?	-0.3	-1.3%
CCn1c2ccccc2c2cc(NC(=O)COc3ccccc3)ccc21	0.5%	1.1%	4.3%	?	0.0	i	?	-6.4	-31.1%[inhibitor]
Cc1noc(C)c1COc1ccc(C(=O)Nc2ccccc2)cc1	?	-10.6%	-5.6%	-3.5%	-55.4*	-26.2%	-7.2%	1.9	5.8%
O=C(CCn1c(=O)[nH]c2ccsc2c1=O)N1CCc2ccccc2C1	68.5%[activator]	0.4%	-6.5%	2.8%	4.7	i	19.1%	0.4	2.8%
COc1ccc(/C=C2\Oc3cc(OCC(=O)N4CCC[C@H]4C(=O)O)ccc3C2=O)c(OC)c1	81.9%[activator]	5.8%	9.6%	12.7%	-22.5	-23.4%	-7.2%	0.0	-4.9%

A draw from above in order of formula weight, high to low.
SMILES	HEK293 tox	aSyn rescue	TDP-43 yeast inh	KB-V1 cytotox	D3 antag	PTHR1 agonist	GLP-1R inv ag	D3 ag	GLP1R ag
COC(=O)C(c1ccccc1)N(Cc1cccc(CN(C(C(=O)OC)c2ccccc2)S(C)(=O)=O)c1)S(C)(=O)=O (stereo not drawn)	1.8%	3.8%	19.7%	5.4%	0.0	-0.7%	-23.8%	10.2	-1.8%
CCCN(Cc1cc2cc(C)ccc2[nH]c1=O)C(=O)c1cccc(OC)c1	11.3%	-0.3%	-2.0%	7.31µM*	0.0	-13.1%[57.5 µM]	-7.6%	2.9	1.6%
O=C(CCn1c(=O)[nH]c2ccsc2c1=O)N1CCc2ccccc2C1	68.5%[activator]	0.4%	-6.5%	2.8%	4.7	i	19.1%	0.4	2.8%
CCN(CC)C(=O)CN1CCC(c2nc3cc(C)c(C)cc3[nH]2)CC1	10.7%	-13.2%	-20.8%	-20.5%	-15.3	-9.3%	?	-6.7	0.0%
Cc1noc(C)c1COc1ccc(C(=O)Nc2ccccc2)cc1	?	-10.6%	-5.6%	-3.5%	-55.4*	-26.2%	-7.2%	1.9	5.8%

Further structures follow:
SMILES	HEK293 tox	aSyn rescue	TDP-43 yeast inh	KB-V1 cytotox	D3 antag	PTHR1 agonist	GLP-1R inv ag	D3 ag	GLP1R ag
CCC(C)NC(=O)c1cnn(-c2ccc(Cl)cc2)c1C1CCN(C(=O)OC(C)(C)C)CC1 (stereo not drawn)	6.9%	nt	?	12.4%	nt	i	-13.9%	8.8	nt
COc1cccc(NC(=O)CCC2CCN(C(=O)Cc3cccc(F)c3)CC2)c1	0.2%	-3.6%	-10.1%	nt	-22.0	i	-29.5%	-20.3	-2.5%
COC(=O)c1ccc(OC)c(Cn2c(=O)n(C)c(=O)c3ccccc32)c1	-22.9%	-1.2%	-6.1%	?	-10.2	-20.5%	11.6%	-7.1	0.9%
Cc1ccc(NC(=O)Cn2cnc3c(oc4ccccc43)c2=O)cc1	5.2%	nt	0.0%[9.22 µM]	10.4%	nt	i	5.0%	8.3	nt
COCCCN(C(=O)CSCC(=O)Nc1cccc(C)c1)c1c(N)n(Cc2ccccc2)c(=O)[nH]c1=O	-5.1%	6.5%	0.0%	0.0%	6.5	-24.4%	-3.9%	0.2	-0.5%
COCC(C)NC(=O)NC1(C(F)(F)F)Oc2ccc(Cl)cc2O1 (stereo not drawn)	-23.6%	-8.4%	4.3%	0.0%	-6.6	i	?	0.1	-7.6%
COc1ccc(N2CCN(C(=O)COc3ccccc3)CC2)cc1	0.1%	2.1%	0.0%	3.2%	11.4	-2.3%[57.5 µM]	-5.2%	8.3	-1.4%
COc1ccc(C(=O)NNC(=O)CCCCC(=O)NNC(=O)c2ccc(OC)cc2)cc1	-2.8%	2.8%	-1.8%	2.0%	4.9	i	-8.1%	-2.3	6.4%
Cc1ccccc1-c1nnn(CC(=O)Nc2ccc3c(c2)OCCO3)n1	-1.9%	-2.7%	1.7%	2.8%	-10.6	-0.8%	-25.1%	-0.5	13.6%
CC(C)Cc1nc(Nc2ccccc2C#N)c2nnn(Cc3ccccc3)c2n1	-17.1%	4.8%	7.5%	?	-9.4	-8.4%	?	-8.8	-2.7%
CN(Cc1ccc(OC(F)F)cc1)C(=O)c1cccc(S(=O)(=O)N2CCN(c3ccccc3)CC2)c1	-11.6%	9.0%	28.8%	0.0%	30.3	-36.9%[inhibitor]	?	6.2	9.6%
COc1ccc(CN2CCNC(=O)C2CC(=O)NCCc2c[nH]c3ccccc23)c(OC)c1 (stereo not drawn)	7.7%	-2.7%	4.3%	-4.6%	4.5	-10.6%	11.1%	4.8	9.2%
CCN(CC)C(=O)Sc1cccc2cccnc12	-15.8%	-5.4%	-5.4%	-3.6%	-8.4	-5.8%[57.5 µM]	-2.9%	3.9	0.4%
COc1cc(/C=N/NC(=S)Nc2cccnc2)cc(OC)c1OC	-28.7%	1.6%	13.8%	6.0%	9.6	i	-24.9%	-1.5	11.4%
